# From PubChem
# PGC1a acetyl inh – inhibitors of PGC1a acetylation signal, primary screen, cell-based, U2OS, AlphaScreen, inhibitor mode | AlphaScreen anti-acetyl-lysine; with virally co-expressed GCN5 acetyltransferase | inhibition, % at 15.6 µM | actives 0.17% (n = 350,000) | AID 651687, 2012;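 active = every replicate shows inhibition of at least 40%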;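 also: 0% = neutral control wells and 100% = positive control wells; some results beyond the cut were filed as inactive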
# LGR2 inh – inhibitors of bursicon-induced LGR2 CRE-luciferase signal, primary screen, cell-based, HEK293, CRE-luciferase reporter, bursicon stimulation; actives 0.35% (n = 380,000); bursicon-stimulated, 4 h; inhibition, % at 9.99 µM; AID 720647, 2013; Drosophila bursicon receptor LGR2 (rickets);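 active = drop in luminescence signal, shown as inhibition above about 50% in the replicate tests, limit read from the data, passing the limit was not always enough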;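 also: agonist challenge used bursicon conditioned medium at about half maximal strength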
# ERAP1 inh – human ERAP1 aminopeptidase inhibitors, primary screen, biochemical, single point, plate reader; Endoplasmic reticulum aminopeptidase 1 (Homo sapiens), Q9NZ08; recombinant ERAP1, Leu-AMC fluorescence, 60 min; inhibition, % at 10.7 µM; actives 0.15% (n = 340,000); AID 652197, 2013;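 active = mean replicate inhibition of at least 30%, or all replicates individually reaching that 30% level; inactive = mean below 30% and not every replicate reaching it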;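 also: 0% = neutral control wells and 100% = L-leucinethiol positive control wells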
# Target sequence (Q9NZ08 whole entry, looked up): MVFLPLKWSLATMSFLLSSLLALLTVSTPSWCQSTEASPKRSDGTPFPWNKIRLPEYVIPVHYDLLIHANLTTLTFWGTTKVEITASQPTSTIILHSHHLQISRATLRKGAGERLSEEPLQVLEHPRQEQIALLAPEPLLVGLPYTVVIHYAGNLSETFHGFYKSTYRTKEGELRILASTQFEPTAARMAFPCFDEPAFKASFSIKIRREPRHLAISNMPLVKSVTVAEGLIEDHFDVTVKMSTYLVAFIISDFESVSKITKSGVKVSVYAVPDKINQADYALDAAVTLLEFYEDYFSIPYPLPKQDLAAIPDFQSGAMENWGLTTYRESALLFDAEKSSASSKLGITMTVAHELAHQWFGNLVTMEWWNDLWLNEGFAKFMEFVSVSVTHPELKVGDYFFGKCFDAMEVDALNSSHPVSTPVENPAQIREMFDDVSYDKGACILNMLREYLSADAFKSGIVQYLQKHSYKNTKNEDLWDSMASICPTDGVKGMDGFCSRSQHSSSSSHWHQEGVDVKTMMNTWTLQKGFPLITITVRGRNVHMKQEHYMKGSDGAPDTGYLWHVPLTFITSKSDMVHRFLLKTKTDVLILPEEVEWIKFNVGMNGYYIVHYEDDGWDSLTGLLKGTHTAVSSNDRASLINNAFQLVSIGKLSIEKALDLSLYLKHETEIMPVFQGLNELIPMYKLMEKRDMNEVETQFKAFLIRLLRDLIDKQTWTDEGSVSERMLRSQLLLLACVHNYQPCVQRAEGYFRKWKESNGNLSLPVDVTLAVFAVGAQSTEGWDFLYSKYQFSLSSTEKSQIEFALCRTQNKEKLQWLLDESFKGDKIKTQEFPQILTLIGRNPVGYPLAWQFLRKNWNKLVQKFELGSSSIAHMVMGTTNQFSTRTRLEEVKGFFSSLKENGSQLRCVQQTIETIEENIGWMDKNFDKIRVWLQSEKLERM
# EWS-Fli inh – EWS/Fli-driven NR0B1 reporter inhibitors, primary screen, A673 cells, NR0B1 luciferase, luminescence, MLPCN library; viability-normalised; inhibition, % at 12.6 µM; actives 0.67% (n = 350,000); AID 651661, 2012;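 active = mean inhibition of at least 50% after viability correction, with every replicate also passing that limit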;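 also: firefly luciferase signal divided by Alamar Blue viability fluorescence both relative to DMSO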
# PglD inh – C. jejuni PglD acetyltransferase inhibitors, primary screen, biochemical, DTNB colorimetric, single point | UDP-N-acetylbacillosamine N-acetyltransferase PglD (Campylobacter jejuni) | purified PglD enzyme, DTNB colorimetric CoA detection | inhibition, % at 12.5 µM | actives 0.098% (n = 360,000) | AID 602405, 2012; in the data active = inhibition above about 16%, passing the limit was not always enough; also: strong numbers were not always called active
# S100A4 inh HTS – inhibitors of S100A4-myosin IIA peptide binding, primary screen, biochemical, fluorescence polarization, TAMRA-MyoIIA peptide. inhibition, % at 10.7 µM. actives 0.14% (n = 360,000). Protein S100-A4 (Homo sapiens), P26447;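 active = mean inhibition of at least 70% across replicates, with every replicate also reaching that level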
# Target sequence (P26447 whole entry, looked up): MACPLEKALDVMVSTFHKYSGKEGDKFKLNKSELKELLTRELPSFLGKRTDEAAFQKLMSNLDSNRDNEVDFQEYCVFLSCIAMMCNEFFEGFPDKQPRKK
#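 Test system – S100A4 monomer (human) · Compound – single-point compound testing · Schedule – 5 min incubation before reading · Probe or stimulus – TAMRA-labelled myosin IIA heavy-chain peptide probe, 5 nM · Benchmarks – neutral control DMSO, positive control TFP · Medium – Calcium-containing HEPES buffer, pH 7.2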
# FN deposition inh – inhibitors of fibronectin matrix deposition, primary screen, AH1F cells, Alexa488-fibronectin fluorescence, plate reader. AH1F fibroblasts, overnight. inhibition, % at 12.6 µM. actives 0.086% (n = 350,000). AID 743247, 2014;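 active = mean inhibition across replicates of 30% or more, regardless of how many single replicates reach that level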;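 also: positive control wells lacked labelled fibronectin entirely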
#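 test system = AH1F fibroblasts assembling fluorescent fibronectin matrix | quantity = 10000 AH1F cells per well | buffer or medium = DMEM plus 2% serum, read in PBS | doses = single dose, pinned | incubation = 1 h cell attachment, overnight exposure to compound and label | detection = fluorescence at 485 nm excitation, 525 nm emission | read-out basis = inhibition from reduced deposited-fibronectin fluorescence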
# PAX8 inh HTS – inhibitors of PAX8-driven TPO luciferase reporter, primary screen, RMG-I cells, single concentration; SteadyGlo, 24 h; inhibition, % at 12.6 µM; actives 1.2% (n = 360,000); AID 652154, 2013;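 active = mean replicate inhibition at least 60% with every replicate also reaching 60%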;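 also: luciferase light reporting Pax8 driven TPO promoter activity; plate controls were median of neutral control wells for no effect and mitoxantrone controls for full effect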
# Numbers without * were called inactive; / = no result given; & = joins results of further samples.
SMILES,PGC1a acetyl inh,LGR2 inh,ERAP1 inh,EWS-Fli inh,PglD inh,S100A4 inh HTS,FN deposition inh,PAX8 inh HTS
C[C@@H](NC(=O)C[C@@H]1C[C@H]2c3cc(NC(=O)NC4CCCC4)ccc3O[C@H]2[C@@H](CO)O1)c1ccccc1,-11.4,-2.1,-4.2,4.3,2.7,6.6,-4.2,-6.3
CCCCOC(=O)C(C)Oc1ccc(=O)n(-c2ccccc2)n1 (centres undefined),-0.4,-7.0,5.1,0.6,2.7,5.5,-5.7,-8.4
CCOC(=O)c1ccccc1NC(=O)c1ccc(Cl)c(S(=O)(=O)N2CCOCC2)c1,-3.4,/,/,/,-1.1,/,4.0,14.5
O=C(Oc1ccc(F)cc1C(=O)/C=C/c1cccs1)c1cccc([N+](=O)[O-])c1,3.2,/,/,/,-8.7,/,7.6,14.5
O=C(CCc1ccccc1Cl)Nc1ccc(S(=O)(=O)N2CCOCC2)cc1,-0.7,4.2,-0.7,10.3,-4.5,1.9,-2.3,6.5
CCOC(=O)c1c(NC(=O)CNC2CCCCC2)sc(C)c1C,-15.7,10.3,1.3,-3.5,/,-6.1,-3.6,11.5
O=C(C[C@@H]1CC[C@H](NS(=O)(=O)c2ccc(F)cc2)[C@@H](CO)O1)NCc1ccncn1,2.6,11.0,-0.1,7.2,-0.4,3.0,/,-19.0
Cc1ccc2c(c1)N(C(=O)CCC(=O)NCC(C)c1ccccc1)CC(C)O2 (centres undefined),-8.3,-5.8,4.3,0.3,2.1,-1.2,-9.3,18.4
CCOC(=O)C1(Cc2cccc(OC)c2)CCN(Cc2cnc(SC)nc2)CC1,-14.2,23.8,8.8,0.4,/,-2.1,1.0,4.1
CCc1ccccc1NC(=O)CSc1nc(C)c(C)o1,-0.5,10.4,0.6,/,2.0,-2.1,1.3,-2.6

# Single records, from the list above. Order of values: PGC1a acetyl inh | LGR2 inh | ERAP1 inh | EWS-Fli inh | PglD inh | S100A4 inh HTS | FN deposition inh | PAX8 inh HTS
# Cc1ccc2c(c1)N(C(=O)CCC(=O)NCC(C)c1ccccc1)CC(C)O2 (centres undefined) is listed as -8.3 | -5.8 | 4.3 | 0.3 | 2.1 | -1.2 | -9.3 | 18.4
# O=C(Oc1ccc(F)cc1C(=O)/C=C/c1cccs1)c1cccc([N+](=O)[O-])c1 is listed as 3.2 | / | / | / | -8.7 | / | 7.6 | 14.5
# O=C(C[C@@H]1CC[C@H](NS(=O)(=O)c2ccc(F)cc2)[C@@H](CO)O1)NCc1ccncn1 is listed as 2.6 | 11.0 | -0.1 | 7.2 | -0.4 | 3.0 | / | -19.0
# CCOC(=O)c1ccccc1NC(=O)c1ccc(Cl)c(S(=O)(=O)N2CCOCC2)c1 is listed as -3.4 | / | / | / | -1.1 | / | 4.0 | 14.5

# Following part
SMILES,PGC1a acetyl inh,LGR2 inh,ERAP1 inh,EWS-Fli inh,PglD inh,S100A4 inh HTS,FN deposition inh,PAX8 inh HTS
Cc1ccc(CN2CCN(CC(=O)NC(C)c3ccc4c(c3)OCCO4)C2=O)cc1 (centres undefined),-7.4,/,-2.3,5.3,-2.9,-2.6,-1.4,9.7
CO[C@@H]1CN(C)C(=O)c2ccc(NC(=O)NC(C)C)cc2OC[C@@H](C)N(CCC(F)(F)F)C[C@H]1C,12.0,1.3,0.1,9.7,0.9,7.2,1.5,/
CCc1cc2c(=O)n(Cc3ccco3)c(SCC(=O)NC3CCS(=O)(=O)C3)nc2s1 (centres undefined),/,29.5,2.5,-7.1,/,11.3,14.1,-2.0
CN1C(=O)c2cc(NC(=O)Cc3cccs3)ccc2OC[C@@H]2O[C@H](CC(=O)NCC3CCCCC3)CC[C@H]21,6.7,-2.6,-1.0,10.0,1.4,-3.6,2.7,18.6
Cc1nn(C(C)C(=O)NCCCc2ccccc2)c(=O)c2nn(-c3ccccc3)c(C)c12 (centres undefined),-10.2,11.5,-2.7,/,0.8,5.0,7.5,-2.4
O=S(=O)(c1c(Cl)sc(Cl)c1Br)N1CCCC1,-2.5,/,0.6,-5.0,/,-0.4,3.0,-17.1
CCN([C@H](CO)C(C)C)S(=O)(=O)c1ccccc1Br,8.1,-9.3,2.5,2.5,3.4,-3.3,-0.6,-4.7
CC(=O)C(C)Sc1nnc(-c2ccccc2F)n1C1CC1 (centres undefined),23.8,-10.5,-2.8,-2.1,-3.0,-2.1,0.0,3.1
COC(=O)Cc1c(C)nc2nc(NCc3ccc(Cl)cc3)[nH]n2c1=O,-0.3,/,/,/,3.6,/,5.4,2.8
O=C(Nc1cc(F)ccc1F)N1CC(=O)N2[C@H](CO)[C@@H](c3ccc(-c4ccc(F)cc4)cc3)[C@@H]2C1,9.9,9.4,-0.5,6.5,/,18.1,/,-7.2
CCC(=O)N(C)C[C@@H]1Oc2cc(-c3ccc(OC)cc3)ccc2S(=O)(=O)N([C@H](C)CO)C[C@@H]1C,-5.5,-0.3,0.4,-5.2,1.1,-5.7,-4.0,-1.7
CCn1c(SCC(=O)Nc2cc(OC)ccc2OC)nnc1C1CCCCC1,-2.7,2.6,/,/,-1.0,/,-3.5,/
O=C1CC(c2ccc(Cl)cc2)CC(=O)C1CS(=O)(=O)c1ccccc1 (centres undefined),-6.3,6.2,8.0,4.8,/,-3.0,/,4.7
O=C(CSCC(=O)N1CCCCC1)Nc1nc(-c2ccc(Cl)s2)cs1,/,-5.0,-0.5,-34.3,0.1,-2.4,/,-24.7
CCCCn1c(SCC(=O)Nc2cc(C)on2)nnc1-c1ccncc1,-5.6,8.8,-0.9,-14.4,/,-7.0,8.8,-12.1
Cc1c(C)n(Cc2ccccc2)c2ccc(C(=O)NCCCN3CCOCC3)cc12,/,-2.7,-1.3,3.5,3.1,-14.3,14.1,4.6
Brc1ccc(-n2cnc(-c3ccccc3)c2)cc1,5.1,-117.1,-0.4,-34.9,-10.5,-1.2,5.6,-150.7
Cc1ccc(OCCCC(=O)Nc2ccc3c(c2)OCO3)cc1,/,0.0,4.0,7.9,/,-6.5,/,/
Cn1ccc(C(=O)NC(=S)Nc2ccc([N+](=O)[O-])cc2O)n1,/,-95.8,0.4,/,-3.9,9.1,/,-211.7
O=C(NCc1nc(-c2ccc(C(F)(F)F)cc2)no1)Nc1cc(Cl)cc(Cl)c1,-3.9,35.9,-2.8,5.4,/,3.9,-3.7,20.0
N#Cc1ccc(S(=O)(=O)NCC2CCN(C(=O)C(=O)c3cc4ccccc4o3)CC2)cc1,/,-37.1,0.1,9.2,/,4.4,7.9,18.8
Cc1nn(-c2ccccc2)c2c1P(=O)(O)/C(=C1\N(C)c3ccccc3C1(C)C)C=N2,5.0,-11.2,12.0,9.0,5.7,-13.5,/,/
CCCc1cc(=O)oc2cc(OCC(=O)N3CC[C@@]4(O)CCCC[C@H]4C3)ccc12,-23.0,/,1.3,-2.1,4.3,1.3,/,/
Cc1sc(NC(=O)c2ccco2)c(C(c2ccncc2)N2CCOCC2)c1C (centres undefined),8.1,/,/,/,2.0,/,-3.1,13.6
O=C(C[C@@H]1CC[C@H](NC(=O)Nc2ccc(F)cc2)[C@H](CO)O1)NCc1ccccn1,-2.1,10.5,-5.7,-1.7,-1.6,2.8,-0.7,-12.3
O=C(Nc1cccc(C(=O)Nc2cccc(C(F)(F)F)c2)c1)c1ccc(=O)[nH]c1,7.3,-11.5,-0.3,10.0,-2.7,6.9,6.1,-2.8
O=c1cc(CN2CCN(Cc3ccc(F)cc3)C(CCO)C2)[nH]c2ccccc12 (centres undefined),-8.0,8.1,-1.2,7.8,-3.3,-6.5,-15.5,21.1
CCC1=[N+](CC(=O)c2ccc(Br)cc2)CCn2c(C)ccc21,3.8,-9.5,/,-55.6,3.3,14.2,-1.9,-60.3
COCCNC(=O)C[C@H]1C[C@@H]2c3cc(NC(=O)C4CCC4)ccc3O[C@@H]2[C@@H](CO)O1,9.9,-5.6,-1.2,-8.7,1.7,-7.1,/,-17.1
CCn1c(SCC(=O)N2CCCCC2C)nc2ccsc2c1=O (centres undefined),2.2,7.5,/,/,1.4,/,-0.8,/
COC(=O)[C@@]1(C)[C@H]2C(=O)N(C)C(=O)[C@H]2[C@H]2CN=C(SCc3ccc(C#N)cc3)N21,-10.1,-8.3,-1.2,-2.2,4.4,-0.9,-1.5,-17.5
O=C(C1CCCCC1)N1CC2(C1)[C@@H](c1ccccc1)[C@@H](CO)N2Cc1cncnc1,1.2,3.3,-0.8,1.8,/,-46.7,-0.5,/
Cc1ccc(/C=C/C(=O)c2ccccc(=O)c2O)c(C)c1,7.3,1.6,1.9,/,7.4,-7.2,5.5,3.2
O=C(c1ccoc1)N1CCN(c2cc(-c3ccccc3)nc3cc(-c4ccc(Br)cc4)nn23)CC1,-0.5,12.0,12.0,2.7,-3.1,1.3,3.2,-16.0
CN(C)CC(=O)N1[C@@H]2Cn3c(ccc(-c4ccncc4)c3=O)[C@H]1[C@@H](C(=O)NC1CCC1)[C@@H]2CO,/,22.7,0.2,5.6,-3.9,3.9,/,-6.6
O=C(c1ccccc1)N1CC2(C1)[C@@H](c1ccccc1)[C@@H](CO)N2Cc1ccccn1,3.5,-21.9,-1.6,2.2,/,10.9,-17.1,/
COc1ccccc1CN=C1Nc2ccccc2CS1,2.7,-32.8,7.2,-25.5,/,13.0,0.1,16.8
CN(C)C(=O)C[C@@H]1C[C@@H]2c3cc(NS(=O)(=O)c4ccccc4)ccc3O[C@@H]2[C@@H](CO)O1,0.4,-1.7,-1.4,-3.0,2.8,-5.1,-1.0,/
C[C@@H]1CCCCO[C@@H](CN(C)C(=O)C2CCCCC2)[C@@H](C)CN([C@@H](C)CO)C(=O)c2cc(NC(=O)c3ccccc3)ccc2O1,5.5,-25.9,-1.0,1.3,-1.1,-1.5,/,/
Cc1noc(C)c1NC(=O)Nc1ccc2c(c1)C(=O)N([C@H](C)CO)C[C@H](C)[C@H](CN(C)C(=O)NC1CCCCC1)OCCCC[C@@H](C)O2,-34.4&-3.5,-20.8&3.2,-5.2&1.4,5.7&3.0,-1.4&0.3,-0.1&1.5,-2.5,-10.3&-10.1
NNc1ccccc1C(F)(F)F,/,/,0.1,-3.2,/,0.7,2.0,-10.2
COc1ccc(NC(=O)COC(=O)C2CCN(S(=O)(=O)c3ccccc3)CC2)cc1Cl,/,-12.8,-6.3,5.3,-5.0,-4.8,7.1,2.2
C[C@H]1CN([C@@H](C)CO)C(=O)Cc2cc(NC(=O)C3CCCCC3)ccc2O[C@H]1CN(C)C(=O)Nc1cccc2ccccc12,8.8,24.1,1.4,-0.8,5.3,-12.6,-6.0,/
CC(=O)Nc1ccc(NC(=O)COC(=O)c2ccc([N+](=O)[O-])o2)cc1,1.1,-1.8,4.0,-1.8,0.7,5.4,1.7,-9.3
Cc1cc(Cl)ccc1OCC(=O)Nc1ccc(CN2CCOCC2)cc1,-5.6,4.4,2.8,-0.6,6.7,-3.6,1.3,/
CN(CC1CCOCC1)C(=O)CC1C(=O)NCCN1CC(c1ccccc1)c1ccccc1 (centres undefined),10.7,9.5,-0.5,/,-0.5,-16.7,-8.0,0.5
Cc1ccc(CNCc2ccco2)cc1,2.3,13.7,0.2,6.8,5.8,1.3,0.4,-2.7
